Lamin A splicing: qHTS Assay for Modulators of Lamin A Splicing; HeLa LMNA splicing GFP/RFP minigene ratio, 48 h; Potency, µM (series often up to 46.1 µM), inactives show at the top dose ratio change, negative = inhibition, actives largely listed as inhibitors; actives 0.01% (n = 200,000); AID 1487, 2009; active = well fitted inhibition curve with a large enough effect in the signal ratio, with a control signal flat, not every such curve was filed as active; inconclusive = small, poorly fitted or top-dose-only effect, or effect the other way, or a change in a side signal; the % refers to the signal ratio; also: potency is read from the fitted curve at half-maximal effect; % is scaled to controls: 0 for no effect and ±100 for the full control effect
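Read-out is the ratio of GFP to DsRed2 object intensity, acquired by 488 nm laser-scanning cytometry on HeLa lamin A-EGFP minigene reporter cells. Compound incubation 48 hrs at 37 °C in Opti-MEM with 2% FBS; DMSO 0.5% final.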
CBFb RUNX1 block: qHTS Assay for Compounds Blocking the Interaction Between CBF-beta and RUNX1 for the Treatment of Acute Myeloid Leukemia | AlphaScreen CBFb-His/RUNX1-biotin binding, biochemical | Potency, µM (titrated, usually from 59.8 µM), without a hit: top-dose activity, negative = inhibition, usual class: inhibitors | 230,000 tested, under 10 active | AID 1477, 2009; also: % of control where 0% means no effect
Target sequence (Q01196 whole entry, looked up): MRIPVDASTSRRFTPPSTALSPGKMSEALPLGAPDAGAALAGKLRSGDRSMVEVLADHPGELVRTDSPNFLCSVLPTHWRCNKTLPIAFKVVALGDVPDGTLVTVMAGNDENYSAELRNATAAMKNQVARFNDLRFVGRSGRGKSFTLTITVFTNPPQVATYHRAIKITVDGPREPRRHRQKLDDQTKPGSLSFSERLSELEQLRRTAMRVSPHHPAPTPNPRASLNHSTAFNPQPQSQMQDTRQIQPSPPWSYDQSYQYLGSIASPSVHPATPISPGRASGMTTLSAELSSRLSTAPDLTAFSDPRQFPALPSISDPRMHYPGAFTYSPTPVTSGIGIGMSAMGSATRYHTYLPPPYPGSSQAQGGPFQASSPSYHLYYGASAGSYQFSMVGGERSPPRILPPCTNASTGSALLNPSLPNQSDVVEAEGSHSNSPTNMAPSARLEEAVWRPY
Target sequence (Q13951 whole entry, looked up): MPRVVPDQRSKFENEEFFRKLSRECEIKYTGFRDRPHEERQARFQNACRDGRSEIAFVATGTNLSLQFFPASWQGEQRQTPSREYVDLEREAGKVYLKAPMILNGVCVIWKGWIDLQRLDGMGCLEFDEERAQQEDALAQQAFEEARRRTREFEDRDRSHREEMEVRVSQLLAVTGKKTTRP
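His-tagged CBF-beta and biotinylated RUNX1 (30 nM each) were premixed 20 min at room temperature, exposed to compound for 15 min, then given nickel-chelate and streptavidin AlphaScreen beads (50 ng each). After 90 min, AlphaScreen signal was read.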
NPSR antag: qHTS Assay for Antagonists of the Neuropeptide S Receptor: cAMP Signal Transduction; AID 1461, 2008; CHO-NPSR cells, cAMP TR-FRET, antagonist mode; actives 1% (n = 220,000); Potency, µM (highest dose often 38.3 µM), for the others: top-dose activity change, negative = inhibition, hits mostly inhibitors; also: potency is read from the fitted curve at half-maximal effect; % is scaled to controls: 0 for no effect and ±100 for the full control effect; nearly all actives have a fitted effect of over 50% in size; many of its hits are not listed in these tables
Target sequence (Q6W5P4 whole entry, looked up): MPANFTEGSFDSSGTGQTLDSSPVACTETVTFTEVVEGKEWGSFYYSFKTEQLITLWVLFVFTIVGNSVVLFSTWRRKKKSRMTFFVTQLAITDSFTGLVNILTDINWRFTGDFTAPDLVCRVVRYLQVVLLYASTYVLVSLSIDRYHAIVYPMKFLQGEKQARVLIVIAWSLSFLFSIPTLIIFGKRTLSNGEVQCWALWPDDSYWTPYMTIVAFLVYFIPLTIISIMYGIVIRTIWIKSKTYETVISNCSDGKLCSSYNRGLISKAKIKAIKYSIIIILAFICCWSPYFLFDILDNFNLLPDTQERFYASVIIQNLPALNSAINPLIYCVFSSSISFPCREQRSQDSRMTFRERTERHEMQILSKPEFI
Epigenetic derep: Quantitative High-Throughput Screen for Regulators of Epigenetic Control | murine LDR cells, GFP reporter derepression, 30 h | Potency, µM (series often up to 53.9 µM), inactives show top-dose GFP activation, actives largely listed as activators | actives 0.2% (n = 280,000) | AID 1865, 2009; also: potency is read from the fitted curve at half-maximal effect; % of control where 0% means no effect; nearly all actives have a fitted effect of over 60% in size
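Readout is the number of GFP-expressing murine LDR cells, counted by cytometry following washing. Cells were treated with compound for 30 h at 37 C; the stably integrated CMV-GFP locus is normally silent.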
HttQ103 aggreg: qHTS Multiplex Assay to Identify Dual Action Probes in a Cell Model of Huntington: Aggregate Formation (GFP); PC12 HttQ103-GFP aggregates, Acumen cytometry, 40 h; Potency, µM (series often up to 46.1 µM), inactives show top-dose activity change, negative = inhibition, usual class: inhibitors; actives 1.1% (n = 220,000); also: potency is read from the fitted curve at half-maximal effect; % is scaled to controls: 0 for no effect and ±100 for the full control effect; nearly all actives have a fitted effect of over 60% in size
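Aggregate formation scored by laser-scanning cytometer (488 excitation, 500–530 emission) in lysed PC12 cells expressing Q103-GFP after 100 nM tebufenozide induction; library tested in dose series, with ATPLite reagent added in the multiplex.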
Luc counter: Counterscreen for Luciferase (Kinase-Glo TM) Inhibition; AID 1379, 2008; actives 0.28% (n = 200,000); Kinase-Glo luciferase, ATP luminescence, 8 min; Potency, µM (series often up to 38.3 µM), without a hit: at the highest dose activity change, negative = inhibition, actives largely listed as inhibitors; Luciferin 4-monooxygenase (Photuris pensylvanica), Q27757; also: potency is read from the fitted curve at half-maximal effect; % is scaled to controls: 0 for no effect and ±100 for the full control effect; nearly all actives have a fitted effect of over 60% in size
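Substrate mix (final 50 mM imidazole pH 7.2, 50 mM KCl, 7 mM MgCl2, 10 uM ATP, 0.01% Tween 20, 0.05% BSA) plus pin-tool compound, then Kinase-Glo detection mix; 8 min ambient, luminescence read.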
IMPase Li cell: qHTS Assay for Identifying the Cell-Membrane Permeable IMPase Inhibitors: Potentiation with Lithium; Potency, µM (doses to about 59.4 µM), for inactives: at the top dose activity, negative = IMPase inhibition, actives largely listed as inhibitors; AID 1457, 2008; actives 0.35% (n = 210,000); CHO-M1 cells, IP1 TR-FRET (IP-One), carbachol + lithium;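 also: IP1 builds up when IMPase is blocked and the TR-FRET signal falls; potency is read from the fitted curve at half-maximal effect; plate controls were basal vehicle for no effect and high inhibitor control for full effect; nearly all actives have a fitted effect of over 50% in size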
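CHO cells stably expressing M1 receptor (2000/well) were cultured 16–30 h, then exposed to compounds with a small lithium addition for 30 min at 37C. IP1 was measured by TR-FRET competition; AC50 from Hill fits.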
Starred values were filed as active, the others as inactive; ? = inconclusive; . = not tested or not shown; & = joins results of further samples; [ ] = dose if it differs, or a comment. Unless noted, calls follow the shape of the dose curve; as a rule, active = well fitted curve in the direction sought with a large enough effect; inconclusive = small, poorly fitted or top-dose-only effect, or another doubt; inactive = no such curve, though single readings can be large; an effect the other way counts as inactive or inconclusive. Only part of the results is shown. The share of hits here may be higher or lower than overall.

SMILES	Lamin A splicing	CBFb RUNX1 block	NPSR antag	Epigenetic derep	HttQ103 aggreg	Luc counter	IMPase Li cell
CCN(CC(=O)Nc1ccc(N2CCOCC2)cc1)C(=O)COc1ccccc1OC	-1%[46 µM]	1%	17%	1.3%	9%	0%	9%
c1cncc(-c2nn3c(Cn4nnc5ccccc54)nnc3s2)c1	?	0%	4%[46.1 µM]	-0.5%	-20%	-6%	7%[38.3 µM]
O=C(CN1CC(=O)Oc2ccccc21)OCC(=O)c1cccc(Br)c1	?	-4%	-17%[46.1 µM]	0.9%	0%	-1%	-11%[38.3 µM]
COc1cc(C(=O)NC(c2ccccc2)c2ccccc2)cc(Cl)c1OC	-10%	4%	-24%[46.1 µM]	0.0%	-9%	3%	0%
Cc1ccc(NC(=O)CN2CCC(C(N)=O)CC2)cc1[N+](=O)[O-]	.	7%	7%	-1.6%	18%	-2%	-1%
CCCCOC(=O)Cn1c(=O)c2c(nc(Br)n2Cc2ccccc2)n(C)c1=O	?	9%	?	0.0%	-5%	10%	2%[38.3 µM]
N#C/C(=C(/O)c1ccco1)c1nc2ccccc2[nH]1	-9%[46 µM]	-1%	-6%	-0.3%	-8%	1%	8%
CN(C)CC/C=C1/c2ccccc2COc2ccccc21	.	3%&-4%	-25%	-1.3%&-0.1%	.	-3%	40%[activator]
CCCc1c(O)nc(SC2CC(=O)N(c3ccc(OC)cc3)C2=O)[nH]c1=O (stereo not drawn)	.	9%	12%	4.4%	-20%[9.22 µM]	.	.
CCN(CC)C(=O)C1CCCN(Cc2ccccc2F)C1 (stereo not drawn)	-5%	-1%	1%[46.1 µM]	1.0%	6%	-1%	6%[38.3 µM]
C/C=C/C=C\C(=O)Nc1cccc(C2=NOC3(C2)C[C@H](C(N)=O)N(C(=O)/C=C/C)C3)c1 (stereo partly drawn)	.	7%	29%	1.4%	-25%[9.22 µM]	.	.
O=C(Nc1ccc(S(=O)(=O)N2CCCC2)cc1Cl)C1=COCCO1	10%	1%	-2%[46.1 µM]	1.9%	2%	1%	9%[38.3 µM]
CCc1cc(C(=O)N=Nc2c(O)[nH]c3c(Br)cc(Br)cc23)c2ccccc2n1	-13%	6%	-35%	0.1%	?	-1%	7%
CCC(=O)Nc1cccc(C2=NOC3(C2)C[C@@H](C(N)=O)N(C(=O)CC(c2ccccc2)c2ccccc2)C3)c1 (stereo partly drawn)	.	1%	2%	-1.6%	12%[9.22 µM]	.	.
COc1ccc2c(c1OC)C(=O)N1c3ccccc3C(=O)N(c3ccccc3)C21 (stereo not drawn)	-24%	2%	-25%[46.1 µM]	0.0%	-21%	0%	7%[38.3 µM]
Cn1c(Cn2c(=O)sc3ccccc32)nnc1SCC(=O)Nc1ccc(F)cc1	-5%	-1%	-10%[46.1 µM]	1.0%	12%	-1%	10%
Nc1c(C(=O)N2CCCC2)sc2nc3c(cc12)CCCCCC3	.	16%	-33%	-2.2%	-6%	0%	-15%
O=C(CNC(=O)c1ccc(N2C(=O)c3ccccc3C2=O)cc1)OCC(=O)c1ccccc1	-2%	5%	11%	1.1%	7%	-1%	0%
Cc1c(NC(=O)c2ccc3ncccc3c2)c(=O)n(-c2ccccc2)n1C	9%	0%	-3%[46.1 µM]	0.9%	27%	-6%	-2%[38.3 µM]
CC1=C(C#N)C(=O)N(C)C(C)(C)C1	5%	7%	4%[46.1 µM]	-2.4%	-8%	11%	-14%[38.3 µM]
Cc1cc(C(=O)OC(C)C(=O)Nc2cccc(S(=O)(=O)N3CCOCC3)c2)c(C)o1 (stereo not drawn)	9%	-4%	-14%[46.1 µM]	3.8%	11%	17%	4%[38.3 µM]
COc1ccc(Cl)cc1C(=O)Nn1cnc2ccccc2c1=O	6%	4%	-5%[46.1 µM]	-1.3%	-4%	3%	-3%[38.3 µM]
Cc1sc(NC(=O)c2ccc(Cl)s2)c(C(N)=O)c1C	19%	25%	?	-0.6%	-13%	-10%	12%[38.3 µM]
CCOC(=O)C1(O)CC(C)=NN1C(=O)c1cccc(Br)c1 (stereo not drawn)	.	13%	0%	0.0%	-10%	2%	20%
CCc1nnc(NC(=O)C2CCCN2C(=O)Nc2ccccc2OC)s1 (stereo not drawn)	1%	5%	-8%[46.1 µM]	0.9%	5%	-4%	18%[38.3 µM]
Later entries:
SMILES	Lamin A splicing	CBFb RUNX1 block	NPSR antag	Epigenetic derep	HttQ103 aggreg	Luc counter	IMPase Li cell
OCCn1c(C(F)(F)F)nc2ccccc21	-6%	7%	-7%[46.1 µM]	3.5%	-22%	-2%	-2%
N#Cc1cc(-c2ccccc2)oc1NC(=O)c1ccccc1	?	5%	-12%[46.1 µM]	-0.7%	12%	-1%	-2%[38.3 µM]
Cc1ccc(/C=C/C(=O)OCC(=O)NCCN2C(=O)CSC2=O)o1	-1%[46 µM]	-18%	7%	3.2%	22%	-1%	1%
Cc1cc2c3nonc3ccc2n1C	10%	12%	21%[46.1 µM]	2.9%	-3%	11%	-12%[38.3 µM]
CSc1nnc(-c2ccc(S(=O)(=O)N3CCOCC3)cc2)n1CC1CCCO1 (stereo not drawn)	9%	6%	-10%[46.1 µM]	8.6%	-8%	-5%	0%[38.3 µM]
COC(=O)c1cc(OC)c(OC)cc1NC(=O)CN1CCCCC1	-1%	2%	-2%[46.1 µM]	-2.1%	0.63µM*	1%	5%[38.3 µM]
COc1ccc(S(=O)(=O)Cc2ccc(C(=O)NC3CCCC3)o2)cc1	-1%	-3%	-2%[46.1 µM]	1.7%	-5%	3%	5%[38.3 µM]
Cc1ccc(CSc2nnc(-c3ccncc3)n2C)cc1	-3%	-1%	-5%[46.1 µM]	-5.9%	7%[9.22 µM]	-2%	1%[38.3 µM]
CC(C)(C)c1ccc(Cn2c(=N)n(CC(O)c3ccco3)c3ccccc32)cc1 (stereo not drawn)	?	-2%	-59%	7.6%	.	-4%	25%
CCOC(=O)c1c(C)[nH]c(C=C2C(=O)CCCC2=O)c1O	1%	11%	-19%	1.1%	12%	1%	32%[activator]
Cc1cc(N)ccc1N1CCCC1	11%	-6%	-24%[46.1 µM]	-1.1%	-16%	-9%	45%[activator][38.3 µM]
CCOCCc1nnc(NC(=O)CSc2ccccc2)s1	2%	4%	-9%[46.1 µM]	-2.0%	4%	1%	1%[38.3 µM]
COc1ccc2c(Cl)c(C(=O)OCC(=O)c3ccc4c(c3)NC(=O)CO4)sc2c1Cl	.	11%	-37%	-1.1%	14%[9.22 µM]	.	.
CC(CC1C(C#N)=C(N)OC2=C1C(=O)CCC2)c1ccccc1 (stereo not drawn)	-7%	-1%	-12%[46.1 µM]	-2.2%	-8%	-1%	8%
Cc1cc(C)n(-c2ccc(C(=O)NCc3cccs3)cc2)n1	9%	1%	-2%[46.1 µM]	-4.3%	-6%	2%	5%[38.3 µM]
Cn1nccc1C(=O)N1CCc2ccccc21	-7%	2%	8%[46.1 µM]	3.5%	-11%	-1%	2%
NS(=O)(=O)c1ccc(CNC(=O)CC23CC4CC(CC(C4)C2)C3)cc1	7%	-2%	-22%[46.1 µM]	3.6%	16%	7%	3%[38.3 µM]
COc1ccnc(Oc2ccc(F)cc2)c1C(=O)N/C=N/OCc1ccc(F)cc1	5%	3%	-22%[46.1 µM]	4.9%	11%	0%	11%[38.3 µM]
COc1ccc(CC(=O)NNC(=O)CSc2nc(C)c(C)c(=O)[nH]2)cc1	.	1%	9%	-0.3%	-8%	.	-4%
CO/N=C/C(=N\Nc1ccc(C)cc1)C(=O)c1ccc(OC)cc1	?	1%	24%[46.1 µM]	0.7%	27%[9.22 µM]	3%	28%[38.3 µM]
O=C(c1cc(-c2cccc(O)c2)on1)N1CCN(C(c2ccccc2)c2ccccc2)CC1	?	-2%	?	17%	-22%	0%	54%[activator][38.3 µM]
CS(=O)(=O)N1CCC(C(=O)Nc2ccc(F)cc2F)CC1	-2%	-1%	-10%	-1.0%	-6%	1%	-1%
C/C=C/C(=O)Nc1cccc(C2=NOC3(C2)C[C@H](C(N)=O)N(C(=O)/C=C/C)C3)c1 (stereo partly drawn)	.	?	32%	-1.6%	2%[9.22 µM]	.	.
CCN(CC)CC1CCN(c2ncc3ncnc(Nc4ccc(F)c(Cl)c4)c3n2)CC1	.	10%	.	?	.	2%[39.9 µM]	22%
CCC(=O)Nc1ccc2c(c1)C(=O)c1ccccc1C2=O	8%	2%	-8%[46.1 µM]	-1.2%	-2%	-2%	1%[38.3 µM]

Some of the entries so far, with bars between the fields.
SMILES | Lamin A splicing | CBFb RUNX1 block | NPSR antag | Epigenetic derep | HttQ103 aggreg | Luc counter | IMPase Li cell
Cc1ccc(CSc2nnc(-c3ccncc3)n2C)cc1 | -3% | -1% | -5%[46.1 µM] | -5.9% | 7%[9.22 µM] | -2% | 1%[38.3 µM]
CCc1nnc(NC(=O)C2CCCN2C(=O)Nc2ccccc2OC)s1 (stereo not drawn) | 1% | 5% | -8%[46.1 µM] | 0.9% | 5% | -4% | 18%[38.3 µM]

(cont.)
SMILES	Lamin A splicing	CBFb RUNX1 block	NPSR antag	Epigenetic derep	HttQ103 aggreg	Luc counter	IMPase Li cell
Cc1cccc(C)c1-n1c(C)nn(CC#N)c1=O	-6%[46 µM]	18%	12%	-0.3%	19%	5%	1%
CCOC(=O)c1c(C)c(C(=O)NCC2CCCO2)c(C)n1CC (stereo not drawn)	20%	8%	-1%[46.1 µM]	-1.0%	5%	-2%	24%[38.3 µM]
CCc1[nH]c(=O)[nH]c1C(C)S(=O)(=O)c1ccc(C)cc1 (stereo not drawn)	.	-4%	8%	-1.8%	?	0%	2%
O=C(NCCc1ccccc1)C1CCCN(S(=O)(=O)c2cccs2)C1 (stereo not drawn)	-14%	10%	-4%[46.1 µM]	-0.8%	9%	3%	26%[38.3 µM]
COc1ccc(NC(=O)c2c(NC(=O)CNCc3ccco3)sc3c2CCC3)cc1	?	6%	-24%[46.1 µM]	25µM*	12%	4%	16%[38.3 µM]
Cc1ccccc1C(=O)N/N=C/c1ccncc1	9%	5%	-6%[46.1 µM]	2.9%	-4%	-12%	-9%[38.3 µM]
Cn1c(=O)n(C)c2cc(NS(=O)(=O)c3ccc(C(C)(C)C)cc3)ccc21	.	7%	-6%	-1.2%	13%[9.22 µM]	.	9%
COC(=O)C(Cc1ccccc1)NS(=O)(=O)c1ccc(F)cc1Br (stereo not drawn)	.	-3%&26%&16%	13%	9.4%	17%[9.22 µM]	.	.

Screens (PubChem)
